RGS7-Gao – modulates binding of RGS7 to human Galphao | P09471 | Multiplexed bead flow cytometry; actives lie on both sides | binding response (% of control), % at 10 µM | 220,000 tested, 0.35% active; in the data active means binding response below about 49% or above about 150%; inconclusive means no clear call, values can overlap the other calls; inactive means in between;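 further: fluorescent Galphao held in activated GDP-AlF4 state binding bead-coupled RGS7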
ABCG2 block – blocks JC-1 efflux by human ABCG2 transporter; IgMXP3 cells, flow cytometry; inhibition, % at 6.6 µM; 190,000 tested, 0.1% active;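 active means inhibition above 80%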;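 further: 0% = DMSO and 100% = nicardipine control wells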
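Test system: IgMXP3 cells (ABCG2) mixed with DDAO far-red-labelled CCRF-Adr cells (ABCB1). Reagent: JC-1 transporter substrate. Compound dosing: single test compound dose, 6.6 µM final. Times: 10 min compound exposure, 25 °C. Detection: flow cytometry of retained JC-1 fluorescence. Read-out basis: efflux inhibition in percent versus controls. Controls: nicardipine and DMSO wells.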
ABCB1 block – human ABCB1 inhibition, ABCG2 as counter-screen; CCRF-Adr cells, JC-1 efflux, flow cytometry; inhibition, % at 6.6 µM; 190,000 tested, 0.067% active; in the data active means inhibition above about 40%;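 further: 0% = vehicle and 100% = reference inhibitor; higher value means more JC-1 retained so stronger ABCB1 efflux block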
Target sequence (P08183 whole entry, looked up): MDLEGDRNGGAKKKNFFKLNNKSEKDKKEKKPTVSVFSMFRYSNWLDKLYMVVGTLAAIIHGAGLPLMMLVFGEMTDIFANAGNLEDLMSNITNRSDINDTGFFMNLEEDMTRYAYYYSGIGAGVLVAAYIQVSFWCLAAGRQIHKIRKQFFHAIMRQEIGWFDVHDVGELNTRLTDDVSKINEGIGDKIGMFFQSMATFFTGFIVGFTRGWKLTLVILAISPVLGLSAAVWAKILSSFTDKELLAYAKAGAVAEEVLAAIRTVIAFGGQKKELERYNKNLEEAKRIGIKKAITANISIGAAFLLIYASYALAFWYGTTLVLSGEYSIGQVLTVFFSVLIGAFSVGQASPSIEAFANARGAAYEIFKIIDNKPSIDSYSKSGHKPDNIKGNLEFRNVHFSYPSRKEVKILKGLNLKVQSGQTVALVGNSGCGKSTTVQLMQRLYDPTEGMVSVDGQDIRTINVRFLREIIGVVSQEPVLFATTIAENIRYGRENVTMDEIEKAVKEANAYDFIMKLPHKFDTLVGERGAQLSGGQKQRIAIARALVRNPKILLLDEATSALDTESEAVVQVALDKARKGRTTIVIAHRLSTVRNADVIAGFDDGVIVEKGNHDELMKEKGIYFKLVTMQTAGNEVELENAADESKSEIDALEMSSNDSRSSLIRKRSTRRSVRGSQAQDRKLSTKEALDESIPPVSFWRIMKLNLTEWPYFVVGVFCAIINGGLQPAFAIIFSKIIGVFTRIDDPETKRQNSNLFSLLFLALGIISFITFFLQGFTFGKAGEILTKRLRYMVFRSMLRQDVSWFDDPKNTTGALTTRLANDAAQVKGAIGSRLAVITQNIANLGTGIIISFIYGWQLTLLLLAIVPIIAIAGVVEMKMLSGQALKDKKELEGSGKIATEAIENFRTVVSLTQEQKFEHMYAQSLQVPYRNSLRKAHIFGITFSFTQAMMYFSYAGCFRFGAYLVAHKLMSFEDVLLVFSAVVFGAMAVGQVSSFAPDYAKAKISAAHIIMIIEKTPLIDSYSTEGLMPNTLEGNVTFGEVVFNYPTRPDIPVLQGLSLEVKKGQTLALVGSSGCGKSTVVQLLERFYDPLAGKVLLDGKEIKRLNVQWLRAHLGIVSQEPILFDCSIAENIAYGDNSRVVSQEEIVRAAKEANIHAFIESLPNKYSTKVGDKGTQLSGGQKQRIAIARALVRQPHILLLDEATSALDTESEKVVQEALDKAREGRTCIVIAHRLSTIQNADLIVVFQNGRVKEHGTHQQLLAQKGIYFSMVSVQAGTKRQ
Bcl-B Bim block – inhibitors of Bim-Bcl-B interaction, human. inhibition, % at 10 µM. 190,000 tested, 0.073% active. Q9HD36. bead-based flow cytometry, Bim peptide-Bcl-B binding;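 further: 0% = tracer peptide without compound and 100% = reference inhibitor peptide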
RGS8-Gao – human RGS8-Galphao interaction regulation | multiplexed bead flow cytometry, RGS8-Galphao binding; actives lie on both sides | 220,000 tested, 0.34% active | response (percent of control binding), % at 10 µM | AID 1423 | P09471; in the data active means response below about 60% or above about 140%; inactive means in between;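 further: Galphao activated as the GDP aluminium fluoride complex binding bead-coupled RGS8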
Bim-Bcl-W – inhibitors of Bim-Bcl-W interaction, human. Q92843. bead-based flow cytometry, Bim peptide-Bcl-W binding. inhibition, % at 10 µM. 190,000 tested, 0.02% active;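 further: 0% = bound tracer without compound and 100% = peptide blocker; higher means less fluorescent Bim peptide bound to Bcl-W beads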
Bim-Bfl-1 – human Bim-Bfl-1 interaction inhibition | 190,000 tested, 0.12% active | inhibition, % at 10 µM | Bead-based flow cytometry, Bim-Bfl-1 binding inhibition;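 further: 0% = wells without compound plus tracer and 100% = blocker peptide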
GSH bead fluor – GSH bead compound fluorescence profile; GSH beads flow cytometry, compound fluorescence 488/530 nm; stronger effect = higher value; fluorescence (KMESF) at 10 µM; 190,000 tested, 0.25% active; in the data active means fluorescence above about 89;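 further: glutathione beads carrying GST-tagged Bcl family fusion proteins plus one bare bead set; values are compound well signal with DMSO vehicle wells as background; inactives centre near 16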
Bcl-2 Bim block – inhibitors of Bim-Bcl-2 interaction, human. P10415. Bead-based flow cytometry, Bim peptide-Bcl-2 binding. inhibition, % at 10 µM. 190,000 tested, 0.06% active. AID 950; in the data active means inhibition above about 40%; inconclusive means no clear call, values can overlap the other calls;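 further: 0% = no compound wells with probe peptide and 100% = reference peptide inhibitor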
Bim-Bcl-XL – human Bim-Bcl-XL interaction inhibition. Q07817. Bim peptide-Bcl-XL binding, bead flow cytometry, fluorescence. inhibition, % at 10 µM. 190,000 tested, 0.04% active
RGS4-Gao reg – modulates binding of RGS4 to human Galphao; Multiplexed bead flow cytometry; actives lie on both sides; binding response (% of control), % at 10 µM; 220,000 tested, 0.33% active; AID 1415; in the data active means binding response below about 49% or above about 150%; inactive means in between;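 further: fluorescent Galphao activated with aluminum fluoride binding bead-coupled RGS4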
Active calls of the source: *; u = inconclusive; x = not tested or not shown; [ ] = another dose, or the depositor's remark. Unless noted, no stated cut-off is given here; in the data, active means inhibition above about 40%.

SMILES | RGS7-Gao | ABCG2 block | ABCB1 block | Bcl-B Bim block | RGS8-Gao | Bim-Bcl-W | Bim-Bfl-1 | GSH bead fluor | Bcl-2 Bim block | Bim-Bcl-XL | RGS4-Gao reg
CNC(=O)COc1cccc(C(=O)NCc2ccccc2)c1 | 100 | 13 | 0.2 | 3 | 101 | 1 | 1 | 12 | 2 | 0 | 100
CC(C)Sc1nc2c(cnn2-c2ccccc2)c(=O)[nH]1 | 93 | 0 | 0.0 | -4 | 97 | 0 | -10 | 20 | -10 | -4 | 96
CN1CCN(C(=O)C2=C[C@@H](C3CCCCC3)C[C@@H](OCCCCO)O2)CC1 | 96 | 0 | 0.2 | 3 | 101 | -3 | 3 | 19 | 0 | -1 | 100
CCC(C(=O)NC(C)(C)C)N(C(=O)c1ccc(Cl)nc1)C1CCCC1 (configuration not stated) | 94 | -1 | -0.1 | 1 | 83 | 14 | 8 | 9 | 0 | 4 | 95
C/C(=N\O)c1ccc2c3ccccc3n(C)c2c1 | 130 | 9 | 0.3 | 0 | 109 | 0 | -1 | 27 | 2 | 0 | 133
Cc1cc(OCCCCn2ccnc2)cc(C)c1Cl | 93 | 11 | 1.8 | -7 | 97 | -5 | -4 | 24 | 0 | -1 | 99
O=C(/C=C/c1cc([N+](=O)[O-])ccc1OC(F)F)Nc1cccc2ccccc12 | 99 | 59 | 4.8 | -3 | 92 | -5 | -1 | 13 | 0 | -2 | 82
O=C(NCc1nc2ccccc2[nH]1)c1cccs1 | 115 | -4 | -3.0 | -6 | 100 | 1 | -9 | 22 | -7 | -1 | 100
Cc1[nH]n(-c2ccc([N+](=O)[O-])cc2)c(=O)c1C=NCCc1c(C)[nH]c2ccccc12 | 104 | 17 | 0.3 | -6 | 103 | 2 | -10 | 15 | -6 | -3 | 102
Cc1c(Cl)cccc1NC(=O)CC1SC(=NCC2CCCO2)NC1=O (configuration not stated) | 101 | 12 | 0.9 | -8 | 103 | -4 | -20 | 20 | -11 | -11 | 101
CCCCCCn1c(CN2CCCCC2C)nc2c1c(=O)n(C)c(=O)n2C (configuration not stated) | 94 | 3 | 1.9 | -5 | 85 | -4 | 2 | 14 | -4 | -7 | 95
COc1ccc(CNCCC(c2ccccc2)C2CCOC(C)(C)C2)cc1 (configuration not stated) | u | -1 | -0.1 | -9 | 103 | 0 | -6 | 17 | -1 | -2 | 104
Cc1ccc2c(c1)/C(=N/OC(=O)c1ccc(F)cc1)CCS2 | 102 | 2 | 0.0 | -6 | 100 | 0 | -11 | 12 | -3 | 0 | 102
COc1cccc(CNC(=O)CCC2CCCN(C(=O)c3ccc(OC)c(F)c3)C2)c1 (configuration not stated) | 100 | 0 | 0.1 | -3 | 99 | 0 | -9 | 9 | -4 | -4 | 99
CCCCOc1ccc(Cl)cc1CSc1nncn1N | 91 | 6 | 0.3 | 0 | 82 | 3 | 3 | 27 | 0 | -8 | 89
NCCNc1ccc([N+](=O)[O-])c(Sc2nc3ccccc3[nH]2)c1 | 101 | -2 | -1.9 | -5 | 103 | -3 | -3 | 11 | 0 | -3 | 100
O=C(O)c1cccc(Nc2ncnc3sccc23)c1 | 104 | 10 | 1.0 | -5 | 101 | 0 | -3 | 12 | -4 | -1 | 105
CN(C)CCNC(=O)c1cc2c(s1)-c1ccccc1OC2 | 100 | 1 | 0.1 | -8 | 102 | -1 | -8 | 27 | -7 | -4 | 105
COc1ccc(/C=C2\CCCC3C2=NN(C(=O)c2scnc2C)C3c2ccc(OC)c(OC)c2)cc1OC (configuration not stated) | 98 | 1 | 1.6 | 9 | 100 | 10 | 0 | 22 | 5 | 7 | 99
Cc1ccc(C)c(/C(O)=C2/C(=O)C(=O)N(CCN3CCOCC3)C2c2ccco2)c1 (configuration not stated) | 96 | 0 | 0.0 | 0 | 100 | 0 | -1 | 17 | -2 | -3 | 97
CC(C)(C)c1ccc(OCC(=O)N/N=C/C2CC=CCC2)cc1 (configuration not stated) | u | 5 | 0.2 | 0 | 100 | 0 | -2 | 13 | 0 | 0 | 99
CC(=O)OCC(=O)[C@@]1(O)CC[C@H]2[C@@H]3CCC4=CC(=O)C=C[C@]4(C)[C@H]3[C@@H](O)C[C@@]21C | 101 | 1 | 0.2 | -2 | 101 | 1 | 1 | 20 | 0 | 0 | 105
COC(=O)CNC(=O)C1CCN(C(=O)OCc2ccccc2)CC1 | 104 | -2 | -3.2 | -8 | 104 | -4 | -10 | 31 | -8 | 1 | 103
CN(CCO)CC(O)Cn1cnc2c1c(=O)n(C)c(=O)n2C (configuration not stated) (tested in a mixture with another compound) | 100 | 2 | 0.7 | -7 | 98 | 1 | 0 | 20 | -3 | -4 | 101
O=C(NCC1CCCO1)C(c1cccs1)N(C(=O)c1ccc(CN2CCOCC2)o1)c1ccc(Cl)cc1 (configuration not stated) | 97 | 0 | 0.3 | -9 | 96 | -5 | -15 | 17 | -8 | -6 | 100

Eleven neighbouring compounds from above, quoted:
SMILES | RGS7-Gao | ABCG2 block | ABCB1 block | Bcl-B Bim block | RGS8-Gao | Bim-Bcl-W | Bim-Bfl-1 | GSH bead fluor | Bcl-2 Bim block | Bim-Bcl-XL | RGS4-Gao reg
CNC(=O)COc1cccc(C(=O)NCc2ccccc2)c1 | 100 | 13 | 0.2 | 3 | 101 | 1 | 1 | 12 | 2 | 0 | 100
CC(C)Sc1nc2c(cnn2-c2ccccc2)c(=O)[nH]1 | 93 | 0 | 0.0 | -4 | 97 | 0 | -10 | 20 | -10 | -4 | 96
CN1CCN(C(=O)C2=C[C@@H](C3CCCCC3)C[C@@H](OCCCCO)O2)CC1 | 96 | 0 | 0.2 | 3 | 101 | -3 | 3 | 19 | 0 | -1 | 100
CCC(C(=O)NC(C)(C)C)N(C(=O)c1ccc(Cl)nc1)C1CCCC1 (configuration not stated) | 94 | -1 | -0.1 | 1 | 83 | 14 | 8 | 9 | 0 | 4 | 95
C/C(=N\O)c1ccc2c3ccccc3n(C)c2c1 | 130 | 9 | 0.3 | 0 | 109 | 0 | -1 | 27 | 2 | 0 | 133
Cc1cc(OCCCCn2ccnc2)cc(C)c1Cl | 93 | 11 | 1.8 | -7 | 97 | -5 | -4 | 24 | 0 | -1 | 99
O=C(/C=C/c1cc([N+](=O)[O-])ccc1OC(F)F)Nc1cccc2ccccc12 | 99 | 59 | 4.8 | -3 | 92 | -5 | -1 | 13 | 0 | -2 | 82
O=C(NCc1nc2ccccc2[nH]1)c1cccs1 | 115 | -4 | -3.0 | -6 | 100 | 1 | -9 | 22 | -7 | -1 | 100
Cc1[nH]n(-c2ccc([N+](=O)[O-])cc2)c(=O)c1C=NCCc1c(C)[nH]c2ccccc12 | 104 | 17 | 0.3 | -6 | 103 | 2 | -10 | 15 | -6 | -3 | 102
Cc1c(Cl)cccc1NC(=O)CC1SC(=NCC2CCCO2)NC1=O (configuration not stated) | 101 | 12 | 0.9 | -8 | 103 | -4 | -20 | 20 | -11 | -11 | 101
CCCCCCn1c(CN2CCCCC2C)nc2c1c(=O)n(C)c(=O)n2C (configuration not stated) | 94 | 3 | 1.9 | -5 | 85 | -4 | 2 | 14 | -4 | -7 | 95

Back to the main list; the two compounds before the break are reprinted first.
SMILES | RGS7-Gao | ABCG2 block | ABCB1 block | Bcl-B Bim block | RGS8-Gao | Bim-Bcl-W | Bim-Bfl-1 | GSH bead fluor | Bcl-2 Bim block | Bim-Bcl-XL | RGS4-Gao reg
CN(CCO)CC(O)Cn1cnc2c1c(=O)n(C)c(=O)n2C (configuration not stated) (tested in a mixture with another compound) | 100 | 2 | 0.7 | -7 | 98 | 1 | 0 | 20 | -3 | -4 | 101
O=C(NCC1CCCO1)C(c1cccs1)N(C(=O)c1ccc(CN2CCOCC2)o1)c1ccc(Cl)cc1 (configuration not stated) | 97 | 0 | 0.3 | -9 | 96 | -5 | -15 | 17 | -8 | -6 | 100
CC(C)CO/C(=N/S(=O)(=O)c1ccccc1)c1ccccc1 | 101 | 10 | 1.1 | -10 | 102 | -2 | -14 | 35 | -8 | -7 | 99
CN(C)C(=O)COC(=O)c1ccccc1Sc1ccccc1C#N | u | 0 | 0.5 | 0 | 104 | 0 | -1 | 24 | 2 | 1 | 102
CCOC(=O)C(Oc1ccc(=O)n(-c2ccccc2)n1)C(C)=O (configuration not stated) | 96 | -1 | 0.1 | -6 | 103 | -2 | -8 | 22 | -8 | -5 | 102
O=C(CSc1nc2ccccc2c(=O)n1-c1ccccc1)NCc1ccco1 | 98 | -2 | -1.6 | -7 | 95 | -1 | -10 | 36 | -7 | 4 | 91
O=C1c2ccccc2NC(c2cccs2)N1NS(=O)(=O)c1ccccc1 (configuration not stated) | 84 | 1 | 0.2 | -2 | 96 | 0 | -2 | 15 | 0 | 1 | 88
COc1ccc(-c2oc(/N=C/N3CCOCC3)c(C#N)c2-c2ccc(OC)cc2)cc1 | 100 | 8 | 2.0 | -4 | 102 | -3 | -1 | 22 | -1 | -5 | 99
CCOC(=O)c1[nH]c2ccccc2c1NC(=S)Nc1ccccc1 | x | 11 | 0.9 | -7 | x | -3 | 3 | 17 | 0 | -4 | x
CC1CCC2C(=O)N(c3ccccc3OC(=O)c3ccccc3F)C(=O)C2C1 (configuration not stated) | u | 4 | 0.8 | -2 | 100 | 0 | -2 | 12 | -3 | 0 | 102
CC(C)(C)NC(=O)Cn1c(SCC(=O)NC2CCCCC2)nc2ccccc21 | 100 | 8 | 1.4 | -3 | 102 | -2 | -3 | 30 | -2 | -4 | 100
O=C(NCCCN1CCOCC1)c1cn(-c2ccccc2)nc1-c1cccs1 | 116 | 7 | 1.1 | -3 | 109 | -1 | 0 | 10 | 0 | -4 | 116
Cc1nn(S(=O)(=O)c2cccs2)c(C)c1Sc1ccc([N+](=O)[O-])cc1 | 98 | 3 | 1.3 | 0 | 101 | -3 | 0 | 24 | -4 | -1 | 95
Cc1ccc(Cn2c(=S)[nH]c3ccc(N4CCOCC4)cc3c2=O)o1 | 95 | 6 | -2.4 | -7 | 87 | 10 | 36 | 31 | 5 | 14 | 86
Cc1cc(-c2nn(-c3ccccc3)cc2/C=C2\SC(N)=NC2=O)ccc1OC(C)C | 91 | -6 | -0.7 | 22 | 100 | 0 | -7 | 5 | 5 | -1 | 101
CC(C)(C)NC(=O)COC(=O)c1cc(F)c(F)cc1Cl | 103 | 1 | 0.2 | -2 | 100 | -3 | -2 | 11 | -4 | -2 | 94
CCCOC(=O)c1ccc(NC(=O)C2CCCO2)cc1 (configuration not stated) | 102 | 0 | 0.1 | -8 | 101 | -1 | -5 | 21 | 0 | -3 | 102
Cc1ccc(-c2c(=O)n(OCc3ccccn3)c3ccccc3[n+]2[O-])cc1 | 100 | 1 | 0.5 | -1 | 101 | -3 | -3 | 11 | -4 | -4 | 99
CC(C)(C)n1ncc2c(=O)n(Cc3ccc(Cl)c(Cl)c3)cnc21 | 96 | 9 | 2.2 | -5 | 100 | -2 | -5 | 21 | -2 | -3 | 100
COCCNC(=S)N/N=C/c1c(C)[nH]c2ccccc12 | 142 | -5 | -0.6 | -10 | 105 | 1 | 0 | 7 | -3 | -3 | 159*[activator]
O=C(CSc1nnc(COc2cccc3ccccc23)o1)N1c2ccccc2CCc2ccccc21 | 97 | 7 | 0.9 | -2 | 99 | 0 | 0 | 12 | 0 | 1 | 98
